hcDAF-12 act = H. contortus DAF-12 activation, primary screen; HEK293 hcDAF-12 lit1-tk-luc reporter, luminescence; 0% DMSO, 100% Δ7-dafachronic acid; activation, % at 6.8 µM; 1.4% of 370,000 active;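 active = activation above the mean of all tested compounds plus 3 SD, cut at about 5.5% in these data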;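 also: 100% = response to 3 µM Δ7-dafachronic acid high control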
DAX1 inh-1 = inhibits human nuclear receptor DAX1; AID 504766; HEK293 Gal4-DAX1 luciferase reporter, luminescence; inhibition, % at 6.75 µM; 0.99% of 340,000 active;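 active = inhibition above the mean over all tested compounds plus 3 SD, cut at about 4.2% in these data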;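 also: 0% = DAX1-transfected cells with DMSO and 100% = empty-vector control cells with DMSO; inhibition shows as a rise in luminescence from relieved DAX1 repression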
Rev-erbA mod = modulators of human Rev-erb alpha DNA binding | P20393 | Rev-erbα–FITC-DNA binding, fluorescence polarization, 90 min | activity, % at 10 µM | 0.79% of 370,000 active | AID 1259318;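 active = activity above about 14%, limit read from the data; passing the limit was not always enough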;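 also: 0% = DMSO wells with 35 nM protein and 100% = DMSO wells with 750 nM protein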
PLC-beta3 inh = PLC-beta3 (human) inhibition, primary screen; Q01970; Purified PLC-beta3, fluorogenic substrate, fluorescence; inhibition, % at 12.2 µM; 0.18% of 370,000 active; AID 720704; in the data active = inhibition above about 11%;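 also: 0% = median of compound wells on plate and 100% = full blocker control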
ssDAF12 agonist = activates DAF-12 receptor from parasite S. stercoralis. HEK293 ssDAF-12/GRIP1 lit1-tk-luc reporter, luminescence; % of 3 µM dafachronic acid response. activation, % at 6.8 µM. 1% of 370,000 active;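 active = activation above the mean over all tested compounds plus 3 SD, cut at about 0.9% in these data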;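 also: 0% = DMSO-only wells and 100% = 3 µM delta7-dafachronic acid wells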
PLCg1 inh = blocks human PLC-gamma1 enzyme activity; P19174; purified PLC-gamma1, fluorogenic substrate, fluorescence; inhibition, % at 12.2 µM; 0.84% of 370,000 active; in the data active = inhibition above about 9.5%
DAX1 inh-2 = DAX1 (NR0B1) inhibition, primary screen; inhibition, % at 6.8 µM; 1.1% of 370,000 active; HEK293T StAR-luciferase reporter, SF-1/DAX-1 repression relief; AID 652010;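 active = inhibition above the mean over all tested compounds plus 3 SD, cut at about 3.6% in these data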;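 also: 0% = DAX-1 cells with DMSO and 100% = cells lacking DAX-1 with DMSO; higher inhibition means more luminescence from relief of DAX-1 repression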
ADAM17 inh = inhibits human ADAM17; P78536; recombinant ADAM17, EDANS/DABCYL FRET peptide cleavage; inhibition, % at 6.95 µM; 0.83% of 370,000 active;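 active = inhibition above the mean of compounds lying between control limits plus 3 SD, set per campaign, cut at about 8.5% in these data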;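 also: 0% = DMSO-only wells as the low control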
Target sequence (P78536 215-824 limits assumed): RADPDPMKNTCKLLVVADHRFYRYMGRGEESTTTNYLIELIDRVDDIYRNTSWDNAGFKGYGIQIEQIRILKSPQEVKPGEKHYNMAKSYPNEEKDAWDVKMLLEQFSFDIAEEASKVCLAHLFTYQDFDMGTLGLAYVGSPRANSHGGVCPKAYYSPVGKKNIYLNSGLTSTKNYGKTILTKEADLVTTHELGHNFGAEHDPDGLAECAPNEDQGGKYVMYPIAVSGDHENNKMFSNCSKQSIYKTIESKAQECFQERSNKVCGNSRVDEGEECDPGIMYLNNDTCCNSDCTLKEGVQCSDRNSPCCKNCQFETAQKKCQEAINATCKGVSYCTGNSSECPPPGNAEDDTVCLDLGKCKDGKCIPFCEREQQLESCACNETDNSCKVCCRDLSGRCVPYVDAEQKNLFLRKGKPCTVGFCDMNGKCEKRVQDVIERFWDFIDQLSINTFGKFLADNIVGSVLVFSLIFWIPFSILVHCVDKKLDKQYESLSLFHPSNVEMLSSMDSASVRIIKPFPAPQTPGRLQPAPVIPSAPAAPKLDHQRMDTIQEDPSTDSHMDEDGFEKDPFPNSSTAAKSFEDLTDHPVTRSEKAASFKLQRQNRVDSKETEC
MBD2 DNA inh = inhibitors of human MBD2 binding to methylated oligonucleotide. Q9UBB5. AID 686964. 0.31% of 370,000 active. inhibition, % at 4.4 µM. TR-FRET; in the data active = inhibition above about 13%
Target sequence (Q9UBB5 whole entry, looked up): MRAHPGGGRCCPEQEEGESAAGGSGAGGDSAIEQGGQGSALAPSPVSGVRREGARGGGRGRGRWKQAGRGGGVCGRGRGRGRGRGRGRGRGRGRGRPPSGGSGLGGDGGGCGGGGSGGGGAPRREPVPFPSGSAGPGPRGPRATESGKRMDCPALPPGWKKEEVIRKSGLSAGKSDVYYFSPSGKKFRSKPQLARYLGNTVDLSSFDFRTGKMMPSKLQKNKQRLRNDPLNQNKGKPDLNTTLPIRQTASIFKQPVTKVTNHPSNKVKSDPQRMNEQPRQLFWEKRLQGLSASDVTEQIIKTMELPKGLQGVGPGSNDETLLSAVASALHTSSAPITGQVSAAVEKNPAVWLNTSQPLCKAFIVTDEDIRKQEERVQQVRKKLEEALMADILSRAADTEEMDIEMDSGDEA
hgDAF12 agonist = activates the H. glycines DAF-12 receptor ligand-binding domain. 1.8% of 370,000 active. HEK293 GAL4-hgDAF12 UAS-luciferase reporter, agonist luminescence; normalized to butyrate control. activation, % at 6.8 µM. AID 687014;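 active = activation above a cutoff set at the mean of all screened compounds plus 3 SD, cut at about 10% in these data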;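 also: 0% = DMSO wells and 100% = sodium butyrate wells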
SMARCA2 activ = increases SMARCA2 function in MMTV reporter cells; MG213 cells, MMTV-luciferase reporter, dexamethasone, overnight; activation, % at 9.1 µM; 1% of 370,000 active; in the data active = activation above about 7.8%;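 also: 0% = vehicle wells and 100% = reference activator wells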
Starred values were filed as active, the others as inactive; i = inactive; . = no result given. No enrichment for hits; overall some 7.4% were active at least once.

SMILES	hcDAF-12 act	DAX1 inh-1	Rev-erbA mod	PLC-beta3 inh	ssDAF12 agonist	PLCg1 inh	DAX1 inh-2	ADAM17 inh	MBD2 DNA inh	hgDAF12 agonist	SMARCA2 activ
O=C(Nc1ccc(F)cc1)N1CCC(c2nc3c(nnn3Cc3ccccc3Cl)c(=O)[nH]2)CC1	-0.2	-0.3	-4	4	-1.7	5	-0.4	1	-5	-1.9	-3
C=CCN1C(=O)c2cccc3c(N4CCCCC4)ccc(c23)C1=O	1.8	0.5	19*	-110	-1.2	-83	0.1	-3	-2	1.8	2
CC(C)(CO)NC(=O)C(Cc1ccccc1)N1C(=O)c2ccccc2C1=O (stereo not drawn)	0.8	1.3	10	-4	-0.6	-24	0.2	-1	1	1.0	-2
CCCCNc1c(-c2ccc(OC)c(SC(C)CC)c2)nc2ccc(Cl)cn12 (stereo not drawn)	-2.0	-1.1	-3	i	-1.4	i	0.7	-18	4	-0.1	0
N#Cc1cnn2ccc(-c3ccc4c(c3)CCC4)nc12	-1.0	0.3	-3	i	-1.6	i	0.0	i	-3	6.2	-2
c1ccc(N2CC[N+]3(CCCC3)CC2)nc1	-0.1	2.1	4	1	-0.6	1	0.6	5	4	-1.0	-3
CCc1nc2c(OCc3ccc(F)c(F)c3)cccn2c1N(C)C(=O)c1ccncc1	-0.2	.	-5	-1	-0.8	3	0.0	-8	7	2.9	-2
CCOC(=O)c1c(C)c(C(=O)NCc2cccnc2)c(C)n1C	-0.5	0.1	0	-2	-0.5	0	-0.4	-7	-2	1.1	-2
COc1ccccc1Cc1c(-c2ccc(C)cc2)nc2ccc(C)cn12	1.4	.	0	-15	0.0	-12	4.9*	-12	3	14*	7
C=CCn1c(-c2ccccc2)c[nH]c1=S	1.1	1.8	-6	3	-1.0	3	0.2	-1	0	8.9	13*
Cc1sc2ncnc(SCC#N)c2c1C	0.0	-0.6	-9	-21	-0.2	-18	0.8	-4	2	-0.1	-2
COc1ccc(CCNC(=O)C2CC2)cc1OC	-0.8	2.5	-7	4	-0.9	6	-0.1	3	1	-1.1	-2
COc1ccc(Oc2ccc(-c3ccn[nH]3)cc2)cc1	0.8	3.7	1	-4	-0.3	0	0.2	-2	-2	2.6	2
CCCCn1c(N)c(N(CC(C)C)C(=O)c2ccc(Cl)c(S(=O)(=O)N3CCCC3)c2)c(=O)[nH]c1=O	0.7	-0.2	7	-13	-1.0	-1	-0.6	-12	6	1.4	-1
O=C(Nc1ccccn1)c1cc(-c2cccc(Cl)c2)nc2ccccc12	-2.7	-0.7	-4	-5	-1.7	2	-2.1	-5	10	0.4	-5
Cn1nnnc1SCC(=O)N1CCN(S(=O)(=O)c2ccc(Cl)cc2)CC1	-2.0	-0.5	-3	2	-0.8	-1	-0.6	0	0	-3.5	-1
Cc1ccc(S(=O)(=O)NCCC(=O)OCC(=O)N2CCCC2=O)cc1C	-0.9	0.5	6	-6	0.0	2	-1.7	-2	-3	-0.1	1
Cc1ccc(NC(=O)CCCNC(=O)c2ccc(Cl)cc2)c(Br)c1	-1.3	-0.5	1	3	-0.7	0	0.1	-1	4	1.4	0
Cc1cccc(OCC(O)CN2C(C)(C)CC(O)CC2(C)C)c1C (stereo not drawn)	1.1	2.1	-1	0	-0.1	-4	0.8	-3	8	-1.1	-2
CCN(CC)S(=O)(=O)c1ccc(N(C)CCc2ccc(OC)c(OC)c2)nc1	-2.8	-1.6	-6	-21	-1.6	-2	-1.2	-3	-4	-1.2	-1
CCCOc1ccc(F)cc1-c1cc(C(=O)Nc2ccc(OC)cc2C)[nH]n1	-1.4	.	-2	-1	-0.6	1	1.6	-4	-7	-2.3	-7
O=C1c2ccccc2C(c2nc3ccccc3[nH]2)N1Cc1ccco1 (stereo not drawn)	0.9	.	0	-3	-1.4	-3	0.0	-4	2	-3.7	1
O=C(c1ccccc1F)N1CCN(c2ccc([N+](=O)[O-])cc2-n2cccc2)CC1	-0.1	1.6	-2	-10	-1.6	1	-0.6	3	-7	-2.4	5
O=C(Nc1ccn(Cc2ccccc2)n1)c1cccc(Cn2cc([N+](=O)[O-])cn2)c1	-1.5	-1.5	4	2	-1.8	9	-0.9	5	1	-2.2	4
COc1ccc2c(c1)cc(C(O)c1ccccn1)n2S(=O)(=O)c1ccccc1 (stereo not drawn)	2.7	3.5	-1	-1	-1.0	-1	1.5	-4	-3	1.4	-1
Cc1ccc(N/C(=C\C(=O)c2ccccc2)C(=O)O)cc1	3.0	1.4	-10	-7	1.1*	-3	4.3*	-1	-2	10*	2
Cc1cc([N+](=O)[O-])c(NCCCCCCO)c([N+](=O)[O-])c1	0.0	-0.7	8	1	-0.8	1	-0.3	2	-11	0.1	-1
O=C1CN(C(=O)c2cc(F)cc(F)c2)c2ccccc2N1	-0.9	1.0	-5	-7	-1.3	0	0.0	0	-4	-1.2	5
Cc1ccnc(NS(=O)(=O)c2ccc(NC(=O)/C=C/c3cccs3)cc2)n1	-1.0	-0.2	-4	-3	-0.8	-1	-0.2	-1	3	1.1	-2
Cc1cc(C(=O)Nc2ccccc2)oc(=O)c1	2.5	-0.3	2	-3	-1.8	0	0.5	0	6	3.2	1
Clc1ccccc1-c1nnc2sc(C3COc4ccccc4O3)nn12 (stereo not drawn)	-1.7	-0.3	3	-4	-1.7	11*	-0.3	1	2	3.3	3
O=C(C1CCN(S(=O)(=O)c2cccs2)CC1)N1CCCC(C(F)(F)F)C1 (stereo not drawn)	-2.1	1.2	-5	-5	-1.1	4	-1.5	-1	3	-2.4	-3
CN1C(=O)[C@@]2(O[C@H]3C=CC=CN3C3=C2C(=O)CCC3)c2cccc(Br)c21	-2.0	.	1	-22	0.9*	-8	-0.8	0	5	-1.7	-5
CCc1cccc(C)c1NC(=O)CSc1nnc(-c2cc3cc(Br)ccc3o2)n1CC	0.2	-0.7	-7	-1	-1.3	1	-0.6	0	0	-1.4	-3
CCN(c1ccccc1)S(=O)(=O)c1cc(OC)ccc1OC	-0.4	-0.2	4	1	-0.9	1	-1.1	-2	-3	0.2	0
Cc1ccccc1CC1SC(N=C(N)N)=NC1=O (stereo not drawn)	-2.1	2.8	-2	-5	-0.6	-2	0.6	1	3	0.9	1
C/C(CC(=O)Nc1ccc2c(c1)OCO2)=N\NC(=O)c1ccccc1N	0.0	.	0	-90	-0.1	-64	0.6	-45	1	5.1	17*
CN(CCOc1ccccc1)C(=O)c1cc(S(=O)(=O)N2CCOCC2)c(Cl)cc1Cl	-2.3	-0.1	3	1	-1.4	0	-1.6	-4	2	2.6	0
CCN1CCN(C(=O)CS(=O)Cc2nc(-c3cccc(C)c3)oc2C)CC1 (stereo not drawn)	0.0	0.9	4	-5	-0.6	-1	0.4	-4	-2	-0.7	0
COc1cccc(CC(NC(C)=O)C(=O)NC2CCN(C(=O)C3CCCCC3)CC2)c1OC (stereo not drawn)	-0.4	-0.6	-6	-3	-0.9	1	0.8	2	3	-0.4	-1
CC(C)(C)OC(=O)NCc1cc2c(cc1/C=C/S(=O)(=O)NCc1ccc(F)cc1)OCO2	-2.5	.	3	-8	-1.2	-5	0.0	-13	0	-4.6	-3
COc1ccc(CCNC(=O)CS(=O)(=O)Cc2nc(-c3ccc(C)cc3)oc2C)cc1OC	2.0	-0.2	3	-9	-0.9	-4	0.1	-7	4	-0.1	-2
COc1ccc(CCNC(=O)CCCn2c(=S)[nH]c3ccsc3c2=O)cc1OC	-0.6	0.1	9	0	-1.0	1	0.1	0	1	0.6	-4
COc1cc(/C=C/C(=O)N2CCN(C)CC2)cc(S(=O)(=O)N2CCc3ccccc32)c1OC	0.0	0.2	-1	-1	-1.3	2	0.4	-1	-2	-3.2	5
O=S(=O)(Nc1nc2cc3c(cc2nc1Cl)OCCO3)c1ccccc1	1.7	0.3	-6	-273	-0.8	-215	0.5	-348	1	-0.7	-4

Reprinted from the listing, two compounds:
SMILES	hcDAF-12 act	DAX1 inh-1	Rev-erbA mod	PLC-beta3 inh	ssDAF12 agonist	PLCg1 inh	DAX1 inh-2	ADAM17 inh	MBD2 DNA inh	hgDAF12 agonist	SMARCA2 activ
Clc1ccccc1-c1nnc2sc(C3COc4ccccc4O3)nn12 (stereo not drawn)	-1.7	-0.3	3	-4	-1.7	11*	-0.3	1	2	3.3	3
O=C(C1CCN(S(=O)(=O)c2cccs2)CC1)N1CCCC(C(F)(F)F)C1 (stereo not drawn)	-2.1	1.2	-5	-5	-1.1	4	-1.5	-1	3	-2.4	-3

(listing goes on)
SMILES	hcDAF-12 act	DAX1 inh-1	Rev-erbA mod	PLC-beta3 inh	ssDAF12 agonist	PLCg1 inh	DAX1 inh-2	ADAM17 inh	MBD2 DNA inh	hgDAF12 agonist	SMARCA2 activ
C=CCn1c(=NC(=O)c2ccccc2[N+](=O)[O-])sc2cc(S(C)(=O)=O)ccc21	-1.2	-1.7	0	5	-1.4	4	-1.7	1	-3	-1.5	-1
CCCCn1c(=O)[nH]c(=O)c2c(C(=O)OCC)cc(-c3ccc(OC(F)F)cc3)nc21	-2.0	1.8	4	-30	-0.7	-18	-0.4	-23	0	0.8	0
CCOC(=O)C1CCN(CC(=O)N2CCc3ccccc32)CC1	0.0	-0.9	0	-7	0.0	-1	0.2	-3	0	2.1	-3
COc1ccc(NC(=O)c2c(C)noc2C(C)C)cc1S(=O)(=O)N1CCCCC1	-1.9	-0.1	2	-4	-0.8	-1	-1.7	0	-3	-1.1	-1
Cc1sc2nc[nH]c(=O)c2c1-c1ccc(F)cc1	-1.6	1.8	4	-10	-1.8	-2	-0.5	-4	8	-2.5	0
CC(=O)c1cnc(-c2ccccn2)s1	4.1	-0.2	2	-8	0.8	0	1.1	0	-1	3.6	-1
CN(C)CCCOc1ccc(-c2ccc3nccn3c2)cn1	0.5	.	12	-9	-0.8	-5	-0.5	-6	1	-1.0	1
COc1cccc(NC(=O)CSc2nnc(Cc3ccc(C)cc3)c(=O)n2N)c1	-0.1	-0.3	0	-2	-0.9	0	0.4	1	3	-0.3	-1
COC(=O)[C@]1(Cc2ccccc2)NC=C(C(=O)c2ccc(F)cc2)[C@@H]1c1ccccc1	-1.2	.	-3	-2	-0.9	0	0.5	-1	4	1.3	0
COc1ccc(CC(=O)NC(C)(C)CC(C)=O)cc1OC	-1.1	-1.0	-1	1	-1.3	1	-0.8	-4	0	-1.7	1
O=S(=O)(c1ccc(Oc2ccc(S(=O)(=O)N(CCO)CCO)cc2)cc1)N(CCO)CCO	0.6	0.0	0	2	-0.8	2	-0.6	-16	4	-1.0	-3
CCN(Cc1ccncc1)C(=O)c1cc(Br)cc(Br)c1O	-0.2	2.4	-1	0	-1.1	-2	-0.5	2	4	-0.3	3
COc1ccc(CC2(CO)CCN(Cc3cnc(-c4ccccc4C)nc3)CC2)cc1	-2.7	-2.4	-1	-3	-2.1	-3	-1.3	-4	-4	-3.5	-5
CCN(CC)S(=O)(=O)c1ccc(OC(C)C)nc1	-2.1	-0.7	-3	0	-1.6	1	-0.4	-6	2	1.0	-2
Cc1ccc(S(=O)(=O)Cc2ccc(C(=O)NCCCN3CCN(C)CC3)o2)cc1	-1.9	0.3	0	0	-1.6	-1	-0.6	-4	0	-0.6	-1
O=C(CCNC(=O)c1ccc([N+](=O)[O-])cc1)NCc1ccco1	-1.6	0.8	-6	-1	-1.2	0	-1.1	0	-8	-1.1	-2
O=C(CSc1cn[nH]n1)Nc1nc2ccccc2s1	6.0*	1.1	2	-3	0.2	2	0.5	2	0	5.3	6
CCCCc1ccc(NC(=S)NCCCN2CCOCC2)cc1	-1.4	2.7	4	4	-1.5	1	0.4	-1	-1	0.1	0
